LMNA splice mod: changes lamin A minigene splicing in HeLa cells | HeLa LMNA splicing GFP/RFP minigene ratio, 48 h | Potency, µM (highest dose often 46.1 µM), for the others: at the top dose ratio change, negative = inhibition, usual class: inhibitors | 200,000 compounds, 0.01% hits; active = well fitted inhibition curve with a large enough effect in the signal ratio, with a control signal flat, not every such curve was filed as active; inconclusive = small, poorly fitted or top-dose-only effect, or effect the other way, or a change in a side signal; the % refers to the signal ratio; also: potency is read from the fitted curve at half-maximal effect; % is scaled to controls: 0 for no effect and ±100 for the full control effect
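S3 HeLa stable clones carrying a lamin A-EGFP splicing minigene plus DsRed2 were seeded at 600 cells/well in Opti-MEM with 2% FBS, pin-dosed and incubated 48 h at 37°C. Acumen cytometry (488 nm) gave the GFP/RFP total-intensity ratio.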
HTT aggregate: mutant huntingtin aggregation inhibition. PC12 HttQ103-GFP aggregates, Acumen cytometry, 40 h. Potency, µM (highest dose often 46.1 µM), for inactives: at the top dose activity change, negative = inhibition, most hits filed as inhibitors. 220,000 compounds, 1.1% hits. AID 1688; also: potency is read from the fitted curve at half-maximal effect; % is scaled to controls: 0 for no effect and ±100 for the full control effect; nearly all actives have a fitted effect of over 60% in size
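Quantitative HTS on tebufenozide-induced (100 nM) PC12 cells stably expressing polyQ103 Huntingtin exon 1–GFP. Reduction of bright GFP aggregates, detected by laser scanning cytometry after lysis, identified actives across the titration.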
IMPase Li inh: membrane-permeable IMPase blocker, potentiated with lithium; Potency, µM (series often up to 59.4 µM), for inactives: at the top dose activity, negative = IMPase inhibition, hits mostly inhibitors; 210,000 compounds, 0.35% hits; AID 1457; CHO-M1 cells, IP1 TR-FRET (IP-One), carbachol + lithium;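 also: IP1 builds up when IMPase is blocked and the TR-FRET signal falls; potency is read from the fitted curve at half-maximal effect; plate controls were basal vehicle for no effect and high inhibitor control for full effect; nearly all actives have a fitted effect of over 50% in size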
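CHO cells stably expressing M1 receptor (2000/well) were cultured 16–30 h, then exposed to compounds with a small lithium addition for 30 min at 37C. IP1 was measured by TR-FRET competition; AC50 from Hill fits.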
CBFb RUNX1 block: CBF-beta/RUNX1 interaction disruption. AID 1477. AlphaScreen CBFb-His/RUNX1-biotin binding, biochemical. Q01196+Q13951. Potency, µM (doses to about 59.8 µM), for the others: at the highest dose activity, negative = inhibition, usual class: inhibitors. 230,000 tested, under 10 active; also: % of control where 0% means no effect
Target sequence (Q01196 whole entry, looked up): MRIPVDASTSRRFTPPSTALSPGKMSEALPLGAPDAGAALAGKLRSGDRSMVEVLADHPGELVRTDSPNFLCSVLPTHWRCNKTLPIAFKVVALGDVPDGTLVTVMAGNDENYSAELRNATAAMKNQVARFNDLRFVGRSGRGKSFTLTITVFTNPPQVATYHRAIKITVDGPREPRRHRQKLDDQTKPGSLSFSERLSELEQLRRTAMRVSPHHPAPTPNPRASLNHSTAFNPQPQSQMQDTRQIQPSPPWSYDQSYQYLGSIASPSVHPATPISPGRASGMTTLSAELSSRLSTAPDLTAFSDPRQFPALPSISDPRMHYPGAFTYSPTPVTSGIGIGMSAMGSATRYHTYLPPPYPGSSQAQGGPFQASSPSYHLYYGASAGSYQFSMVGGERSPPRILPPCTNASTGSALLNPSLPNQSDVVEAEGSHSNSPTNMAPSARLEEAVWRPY
Target sequence (Q13951 whole entry, looked up): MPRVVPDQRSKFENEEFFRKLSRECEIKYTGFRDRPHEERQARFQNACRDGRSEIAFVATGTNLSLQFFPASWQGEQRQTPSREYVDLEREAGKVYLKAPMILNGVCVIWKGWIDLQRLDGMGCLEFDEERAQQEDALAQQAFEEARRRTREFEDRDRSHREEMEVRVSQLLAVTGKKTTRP
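His-tagged CBF-beta and biotinylated RUNX1 (30 nM each) were premixed 20 min at room temperature, exposed to compound for 15 min, then given nickel-chelate and streptavidin AlphaScreen beads (50 ng each). After 90 min, AlphaScreen signal was read.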
HTT cytoprotect: protects HTT-Q103 PC12 cells, measured by ATP; Potency, µM (series often up to 56.4 µM), without a hit: cytoprotection (ATP increase), actives largely listed as activators; AID 1471; PC12 HTT-Q103 induced, cytoprotection, ATP luminescence, 40 h; 230,000 compounds, 0.14% hits;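 also: potency is read from the fitted curve at half-maximal effect; % of control where 0% means no effect; nearly all actives have a fitted effect of over 45% in size; toxic huntingtin expression switched on by the ecdysone agonist tebufenozide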
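Compounds were screened for protection of PC12 cells against cell death after tebufenozide induction (100 nM final) of mutant Huntingtin exon 1 (Q103) fused to GFP.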
SMN2 splice up: enhancers of SMN2 splice variant expression; HEK293 SMN2-luciferase splicing reporter, luminescence, 30-36 h; Potency, µM (highest dose often 46.1 µM), without a hit: top-dose activity change, positive = activation, hits mostly activators; 210,000 compounds, 2.8% hits; AID 1458; also: potency is read from the fitted curve at half-maximal effect; % of control where 0% means no effect; nearly all actives have a fitted effect of over 55% in size
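HEK293 cells carry an SMN2 […]–luciferase reporter in which exon 7 inclusion puts luciferase in frame. Cells were plated 10-12 h before compound addition, then incubated 30-36 h at 37C. ONE-Glo luminescence was read; sodium butyrate at 4.5 mM final served as control.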
KinaseGlo FLuc: blocks Kinase-Glo luciferase, a counter-screen artifact; Potency, µM (top dose mostly 38.3 µM), without a hit: at the highest dose activity change, negative = inhibition, most hits filed as inhibitors; Kinase-Glo luciferase, ATP luminescence, 8 min; 200,000 compounds, 0.28% hits; Q27757; also: potency is read from the fitted curve at half-maximal effect; % is scaled to controls: 0 for no effect and ±100 for the full control effect; nearly all actives have a fitted effect of over 60% in size
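Recombinant Kinase-Glo luciferase, 10 uM ATP (linear range), luciferin; imidazole pH 7.2 / KCl / MgCl2 / Tween / BSA buffer; 8 min RT; luminescence.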
Active calls of the source: *; ? = inconclusive; nt = not tested or not shown; & = joins results of further samples; [ ] = remark or other dose. Unless noted, calls follow the shape of the dose curve; as a rule, active = well fitted curve in the direction sought with a large enough effect; inconclusive = small, poorly fitted or top-dose-only effect, or another doubt; inactive = no such curve, though single readings can be large; an effect the other way counts as inactive or inconclusive.

Second line of a record – IMPase Li inh, HTT aggregate, HTT cytoprotect, SMN2 splice up, LMNA splice mod, CBFb RUNX1 block, KinaseGlo FLuc
Nc1ccc(-n2nnnc2CN2CCOCC2)cc1
  11%, -4%, 7%[10 µM], -12%[1.84 µM], -5%, 4%, 3%
Cc1cc2ncn(S(=O)(=O)N(C)C)c2cc1C
  19%[38.3 µM], -10%, 7%, -11%, -6%, 2%, -3%
CC/C(O)=C1\C(=O)CC(C)(C)CC1=Nc1ccccc1C
  0%, 0%, nt, -41%[inhibitor], ?, 10%, -1%
CCN(CC)c1ccc(C2CC(=O)NC3=C2C(=O)CC(C)(C)C3)cc1 (stereo not given)
  33%[activator][38.3 µM], -10%, 3%, -16%, -2%, -3%, -7%
COc1ccc(C(=O)N2CCC(c3ccccc3)CC2)c(OC)c1OC
  -1%, -11%, -28%, -17%, nt, 4%, 1%
COc1ccc(OCC(=O)Nc2ccccc2OC(F)F)cc1
  18%[38.3 µM], -16%, 11%, -17%, 2%, 4%, -1%
COc1ccc2c(c1)OC(O)(C(F)(F)C(F)F)CC2=O (stereo not given)
  2%, 20µM*, 12%, -12%, ?, 14%, 3%
COc1ccc(NC(=O)c2ccccc2NS(=O)(=O)c2ccc(C)cc2)c([N+](=O)[O-])c1
  5%, -13%, 11%[10 µM], -56%[inhibitor], ?, -19%, 2%
O=c1[nH]c(-c2cccnc2)nc2sc(-c3ccccc3)cc12
  -8%, 6%, -82%[inhibitor], 29%, nt, -4%, -2%
O=C(/C=C/Nc1ccc(F)cc1)c1ccc(Oc2ncccn2)cc1
  -1%[38.3 µM], -27%, 23%[10 µM], 24%, 0%, 12%, 4%
CCOc1ccc(NC(=S)N(CC)Cc2ccccc2)cc1
  -1%, -2%, -3%, -7%, 8%[46 µM], -2%, 2%
COC(=O)CS(=O)(=O)c1cccc2cccnc12
  -3%, 14%[9.22 µM], -4%, 0%, nt, 1%, 2%
CN(C)S(=O)(=O)c1cccc(C(=O)Nc2ccccc2)c1
  9%, 3%, -39%[inhibitor], 7%, nt, 11%, -1%
CN(C)C(=O)c1ccc(NC(=O)COc2ccc([N+](=O)[O-])cc2)cc1
  -3%, 15%, -1%, 2%, nt, 5%, -2%
C=CCNc1nc(Cl)nc(Nc2ccc([N+](=O)[O-])cc2)n1
  9%, 14%, -24%, 1%, 12%[46 µM], 8%, -2%
Cc1onc(-c2c(F)cccc2Cl)c1C(=O)NC(=S)NC1CCSC1=O (stereo not given)
  13%, -3%, -6%[0.074 µM], -1%, 3%, -6%, 0%
COC(=O)c1ccc(C(=O)OC)c(NC(=O)CN2CCC(C)CC2)c1
  4%, -4%, -15%, -6%, 15%[9.22 µM], 2%, -2%
COC(=O)CCSc1cc([N+](=O)[O-])cc2c1c(C1OCCO1)nn2-c1ccccc1
  0%, 4%, -1%[10 µM], -14%, -18%, 2%, 3%
COc1cccc(/C=N/Nc2nn3cnnc3c3ccccc23)c1O
  24%[38.3 µM], ?, -36%, -19%, 4%, -3%, -5%
COc1cccc(SCC2CSc3nc4ccccc4c(=O)n32)c1 (stereo not given)
  2%, -17%, -34%, -17%, nt, -6%, 0%
CN(C)c1ccc(C(=O)NCc2ccc3c(c2)CCO3)cc1
  nt, -4%[9.22 µM], 7%[10 µM], nt, nt, -5%, nt
O=C(CN(C1CCCCC1)S(=O)(=O)c1ccc(Cl)cc1)NCCCO
  6%[38.3 µM], -14%, -2%, 1%, 6%, 1%, 2%
COc1cc2c(cc1OC)CC(=O)N(C)CC2
  -9%, 14%, nt, ?, -16%, 11%, 8%
CN1CCN(C(=O)C2=C[C@@H](c3ccccc3)C[C@@H](OCCCCO)O2)CC1
  -3%, -5%[9.22 µM], 11%[10 µM], nt, nt, 4%, nt
Cc1ccc(CCNC(=O)C2CCCN(C(=O)N(C)C)C2)cc1 (stereo not given)
  2%[38.3 µM], 8%, 10%, 2%, 8%, 1%, -1%
Cc1ccc(OCCSc2nc3ncnc(N)c3[nH]2)cc1
  -8%, -8%, -18%[10 µM], -10%, 27%[46 µM], -5%, 0%
Cc1cc(NS(=O)(=O)c2ccc(NC(=O)c3ccoc3C)cc2)nc(C)n1
  -23%[38.3 µM], 12%, -12%, -5%, ?, -9%, -3%
COc1ccccc1CNc1ncncc1-c1ccccc1C
  14%, nt, 13%, -4%, -6%, nt, -1%
CC1CCCCC1NCc1cccc([N+](=O)[O-])c1 (stereo not given)
  9%, nt, nt, 18%, 7%[46 µM], -2%, -5%
Cc1nc2nc(C)c(CCC(=O)Nc3ccc4c(c3)OCO4)c(C)n2n1
  6%[38.3 µM], -3%, -14%, -11%, 3%, 2%, 3%
COc1ccc(OC)c(C2C(C#N)=C(N)Oc3cc(N)ccc32)c1 (stereo not given)
  19%[38.3 µM], 8%, 10%, 1%, -1%, -2%, -9%
COc1ccc(S(=O)(=O)NCc2ccc(F)cc2)cc1OC
  1%, -6%, 16%, 15%, nt, 5%, 3%
O=C1C(=O)N(Cc2ccco2)C(c2cccc(Cl)c2)/C1=C(\O)c1ccc2c(c1)OCCO2 (stereo not given)
  -23%, -2%, 31%[1.9 µM], -31%[inhibitor], -11%, 4%, -1%
Cc1noc(C)c1CSc1nnc(-c2cc(Cl)ccc2Cl)n1N
  15%[38.3 µM], -5%, 10%, -2%, ?, 2%, 10%
CN(C)CCNC(=O)Cc1ccc([N+](=O)[O-])cc1
  3%, -24%, 2%[10 µM], 4%, 1%, -3%, 1%
Cc1cccc(C2c3[nH]c4ccccc4c3CCN2C(=O)Cc2n[nH]c(C)n2)n1 (stereo not given)
  -2%, 5%, 8%, nt, nt, 11%, 3%
COc1ccc(C(=O)n2nc(C)cc2Nc2ccccc2)cc1
  43%[activator][38.3 µM], 22%, 5%, 0%, -2%, 0%, -2%
CN(C1=NS(=O)(=O)c2ccccc21)c1ccc(OC(=O)c2ccncc2)cc1
  9%, 2%[9.22 µM], 3%[10 µM], -18%, nt, 6%, -1%
Cc1cc(Nc2ccc(F)cc2Cl)n2ncnc2n1
  28%[38.3 µM], 10%, 2%, 3%, 0%, 11%, 2%
CN(C)S(=O)(=O)c1ccc(N2CCCC2)c(C(=O)NCC2CCCCC2)c1
  14%, -10%, 4%[10 µM], -2%, 5%[46 µM], 5%, 0%
S=C(Nc1ccc2c(c1)OCO2)N1CCCC1
  17%, 20%[9.22 µM], 11%[10 µM], 26%, ?, 2%, 3%
S=C1N(c2ccccc2)C(c2ccc(Br)cc2)N2CCCN12 (stereo not given)
  nt, -3%[9.22 µM], -6%[10 µM], nt, ?, ?, nt
COc1cccc(NC(=O)NC2CCN(Cc3nnnn3Cc3ccc(F)cc3)CC2)c1
  9%[38.3 µM], 3%, -32%, 4%, 3%, -1%, 3%
COC(=O)[C@@]1(Cc2ccc(F)cc2)[C@H]2c3cc(C(=O)N4CCCC4)n(CCc4c[nH]c5ccc(OC)cc45)c3C[C@H]2CN1C(=O)c1ccccc1
  16%&5%, 6%, ?, 10%&-18%, -9%, ?, -1%&-6%
CCOc1cc(/C=N/N=C(N)N)ccc1OCc1ccc(Cl)cc1
  -6%, ?, nt, -62%[inhibitor], ?, 12%, -2%
Cc1nnc(SCC(=O)NC2CC2)n1CCc1ccccc1
  -1%[38.3 µM], 7%, 11%[10 µM], -3%, 5%, -2%, -2%
CC(C)COC(=O)Cn1cnc2ccc(Br)cc2c1=O
  30%[38.3 µM], -11%, -4%, 26%, 3%, 11%, 0%
CC(C)(C)c1ccc(/C=N/NC(=S)NCc2ccccc2)cc1
  5%, 0%, -13%[10 µM], -12%, ?, 0%, 1%

In the list so far, these have fluorine.
Second line of a record – IMPase Li inh, HTT aggregate, HTT cytoprotect, SMN2 splice up, LMNA splice mod, CBFb RUNX1 block, KinaseGlo FLuc
COc1ccc(OCC(=O)Nc2ccccc2OC(F)F)cc1
  18%[38.3 µM], -16%, 11%, -17%, 2%, 4%, -1%
COc1ccc2c(c1)OC(O)(C(F)(F)C(F)F)CC2=O (stereo not given)
  2%, 20µM*, 12%, -12%, ?, 14%, 3%
O=C(/C=C/Nc1ccc(F)cc1)c1ccc(Oc2ncccn2)cc1
  -1%[38.3 µM], -27%, 23%[10 µM], 24%, 0%, 12%, 4%
Cc1onc(-c2c(F)cccc2Cl)c1C(=O)NC(=S)NC1CCSC1=O (stereo not given)
  13%, -3%, -6%[0.074 µM], -1%, 3%, -6%, 0%
COc1ccc(S(=O)(=O)NCc2ccc(F)cc2)cc1OC
  1%, -6%, 16%, 15%, nt, 5%, 3%
Cc1cc(Nc2ccc(F)cc2Cl)n2ncnc2n1
  28%[38.3 µM], 10%, 2%, 3%, 0%, 11%, 2%
COc1cccc(NC(=O)NC2CCN(Cc3nnnn3Cc3ccc(F)cc3)CC2)c1
  9%[38.3 µM], 3%, -32%, 4%, 3%, -1%, 3%
COC(=O)[C@@]1(Cc2ccc(F)cc2)[C@H]2c3cc(C(=O)N4CCCC4)n(CCc4c[nH]c5ccc(OC)cc45)c3C[C@H]2CN1C(=O)c1ccccc1
  16%&5%, 6%, ?, 10%&-18%, -9%, ?, -1%&-6%

Screens deposited in PubChem BioAssay by National Center for Advancing Translational Sciences (NCATS).
